Source: PubChem
VP16 counter: inhibits Gal4-VP16 luciferase reporter, ROR gamma counter-screen; Drosophila S2 Gal4-VP16 UAS-luciferase, luminescence, 20 h; Potency, µM (top dose mostly 53.6 µM), inactives show top-dose activity, negative = inhibition, most hits filed as inhibitors; 310,000 tested, 3.5% active;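 also: Gal4-VP16 expression switched on by copper sulfate through the metallothionein promoter; potency is read from the fitted curve at half-maximal effect; % is scaled to controls: 0 for no effect and ±100 for the full control effect; nearly all actives have a fitted effect of over 50% in size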
p53 reactivation: re-activators of mutant p53. H1299 p53-A138V BP100-luciferase reporter, luminescence, 24 h. Potency, µM (titrated, usually from 92.2 µM), for inactives: top-dose activity change, positive = activation, most hits filed as activators. 320,000 tested, 0.063% active. AID 504706; also: potency is read from the fitted curve at half-maximal effect; % of control where 0% means no effect; nearly all actives have a fitted effect of over 45% in size
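H1299 (p53-null), stable ts p53-A138V + BP100-Luc; 1000 cells/well, Opti-MEM/10% FBS; cpd 4 pt, 1:5; 24 h, 37 deg C, 5% CO2; detection reagent 10 min RT; luminescence.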
BRCA1 expr up: increases BRCA1 expression. MCF7-BRCA1-FFLuc reporter, luminescence, 48 h; response scale: scaled: vehicle 0%, 10 µM genistein 100%. Potency, µM (top dose mostly 46.1 µM), for inactives: top-dose activation, usual class: activators. 380,000 tested, 1.1% active. AID 624202; also: potency is read from the fitted curve at half-maximal effect; nearly all actives have a fitted effect of over 80% in size; some results filed as inactive show a strong effect at the top dose
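Luminescence from a BRCA1-driven firefly luciferase in MCF7 cells was read after 48 h compound exposure at 37 C. Data normalized against DMSO and a 10microM genistein activation control, then curve-fitted across the titration.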
PKM2 act: increases activity of human pyruvate kinase M2. Potency, µM (titrated, usually from 57.5 µM), for inactives: top-dose activation, usual class: activators. P14618. 260,000 tested, 0.34% active. purified PKM2, Kinase-Glo ATP luminescence, activation; response scale: 0% is enzyme alone, no compound. AID 1631; also: potency is read from the fitted curve at half-maximal effect; % is scaled to controls: 0 for no effect and ±100 for the full control effect; nearly all actives have a fitted effect of over 55% in size
Target sequence (P14618 whole entry, looked up): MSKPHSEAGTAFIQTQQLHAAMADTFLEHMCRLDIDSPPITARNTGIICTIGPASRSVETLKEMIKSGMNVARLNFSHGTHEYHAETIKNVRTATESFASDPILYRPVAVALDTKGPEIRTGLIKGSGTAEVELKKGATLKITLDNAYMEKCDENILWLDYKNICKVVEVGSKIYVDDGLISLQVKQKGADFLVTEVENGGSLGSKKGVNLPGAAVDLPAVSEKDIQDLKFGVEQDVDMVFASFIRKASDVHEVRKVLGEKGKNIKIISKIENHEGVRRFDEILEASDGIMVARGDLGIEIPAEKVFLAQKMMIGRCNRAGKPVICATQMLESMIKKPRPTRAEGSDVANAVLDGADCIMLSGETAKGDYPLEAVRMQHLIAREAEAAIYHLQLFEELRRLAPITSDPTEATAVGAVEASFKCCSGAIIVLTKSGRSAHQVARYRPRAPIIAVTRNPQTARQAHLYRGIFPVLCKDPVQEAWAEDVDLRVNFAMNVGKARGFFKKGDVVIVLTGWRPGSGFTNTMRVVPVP
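Purified hPK-M2 (>95% pure) converted ADP (0.1 mM final) to ATP with 0.5 mM PEP in 50 mM imidazole pH7.2, KCl, MgCl2, Tween 20, BSA; 1 h at room temperature. ATP detected by Kinase-Glo luminescence.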
Menin-MLL TR inh: menin-MLL binding inhibition, Texas Red mutant peptide | O00255 | Menin + Texas Red MLL mutant peptide, fluorescence polarization | Potency, µM (series often up to 61.6 µM), for inactives: at the highest dose FP activity change, negative = inhibition, hits mostly inhibitors | 270,000 tested, 0.23% active | AID 1768; active = well fitted inhibition curve with a large enough effect in the polarisation, with a control signal flat, not every such curve was filed as active; inconclusive = small, poorly fitted or top-dose-only effect, or effect the other way, or a change in a side signal; inactive = no such curve, though single readings can be large or run the other way; the % refers to the polarisation; also: potency is read from the fitted curve at half-maximal effect; % of control where 0% means no effect; many of its hits are not listed in these tables
FLuc modulator: counter-screen for miR-21 project: firefly luciferase inhibitors or activators; purified FLuc, Km substrates, luminescence inhibition; Potency, µM (titrated, usually from 57.5 µM), without a hit: top-dose activity change, negative = inhibition, actives largely listed as inhibitors; 360,000 tested, 6.9% active; P08659;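 also: potency is read from the fitted curve at half-maximal effect; plate controls were vehicle for no effect and reference inhibitor for full effect; nearly all actives have a fitted effect of over 55% in size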
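Purified P. pyralis luciferase (10nM final) with 10uM D-luciferin and 10uM ATP (Km levels) in 50mM Tris acetate pH 7.5, 10mM Mg acetate, 0.01% Tween-20, 0.05% BSA; qHTS 6-point titration, ~60 µM downward; luminescence read.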
Giardia kill: Giardia lamblia killing | Giardia lamblia trophozoite viability | activity change, % at 7.66 µM, hits read low | 340,000 tested, 0.15% active | AID 540267; in the data active = activity change below about -80%; inconclusive = between about -30% and that limit;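 also: parasites exposed to compound for two days anaerobically before the ATP read; % is scaled to controls: 0 for no effect and ±100 for the full control effect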
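Trophozoite viability was measured as ATP-dependent luminescence, read 15-30 min after reagent addition. Before that, parasites at 100 cells/well were exposed to compounds for 48 h, anaerobically, at 37 deg C.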
Rab9 prom act: Rab9 promoter activation; Potency, µM (top dose mostly 9.22 µM), without a hit: at the top dose activation, negative = inhibition, hits mostly activators; 320,000 tested, 2.8% active; Huh7 Rab9 promoter-luciferase reporter, luminescence, 24 h; AID 485297; also: potency is read from the fitted curve at half-maximal effect; % of control where 0% means no effect; nearly all actives have a fitted effect of over 60% in size
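Using Huh7 cells stably transfected with Rab9 promoter–luciferase, compounds were incubated 24 h at 37 °C, 5% CO2; luciferase luminescence was read 10 min after reagent addition.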
RORg inh: inhibitors of mouse ROR gamma transcriptional activity; P51450; 310,000 tested, 5.4% active; Drosophila S2 Gal4-RORgamma UAS-luciferase reporter, 20 h; Potency, µM (top dose mostly 53.6 µM), for the others: at the highest dose activity change, negative = inhibition, usual class: inhibitors; also: potency is read from the fitted curve at half-maximal effect; % is scaled to controls: 0 for no effect and ±100 for the full control effect; nearly all actives have a fitted effect of over 60% in size
Target sequence (P51450 whole entry, looked up, the tested form may be a part): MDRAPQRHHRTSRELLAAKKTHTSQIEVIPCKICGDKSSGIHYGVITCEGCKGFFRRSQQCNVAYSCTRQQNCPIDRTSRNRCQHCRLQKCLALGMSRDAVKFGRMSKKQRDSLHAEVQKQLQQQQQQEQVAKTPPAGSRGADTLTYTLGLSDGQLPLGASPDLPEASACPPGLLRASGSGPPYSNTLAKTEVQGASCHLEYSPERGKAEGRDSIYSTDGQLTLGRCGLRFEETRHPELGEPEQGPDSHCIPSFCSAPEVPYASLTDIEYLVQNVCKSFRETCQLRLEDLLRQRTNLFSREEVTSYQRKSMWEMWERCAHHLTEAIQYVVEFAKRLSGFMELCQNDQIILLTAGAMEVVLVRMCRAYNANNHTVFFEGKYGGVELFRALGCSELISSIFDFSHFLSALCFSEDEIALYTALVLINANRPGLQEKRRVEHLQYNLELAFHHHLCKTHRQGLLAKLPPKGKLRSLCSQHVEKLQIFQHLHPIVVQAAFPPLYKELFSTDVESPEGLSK
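Compounds are pin-transferred onto Drosophila Schneider cells expressing a copper-inducible Gal4–ROR gamma transactivation domain fusion. After 1 hr, copper sulfate is added to 700 uM final; luciferase is read 20 hr later.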
ELG1 genotox: genotoxicity induction in ELG1-luciferase HEK293T cells. HEK293T ELG1-luciferase reporter, luminescence, 16 h. Potency, µM (series often up to 46 µM), inactives show at the top dose activity change, positive = activation, hits mostly activators. 330,000 tested, 1.3% active; also: potency is read from the fitted curve at half-maximal effect; % of control where 0% means no effect; nearly all actives have a fitted effect of over 60% in size
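16 hr compound incubation (37 °C, 5% CO2) of HEK293T cells carrying luciferase-tagged ELG1; luciferase then measured by ONE-Glo luminescence after 30 min at RT.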
NPC1 prom act: NPC1 promoter activation; Huh7 NPC1 promoter luciferase reporter, 24 h; Potency, µM (highest dose often 9.22 µM), without a hit: at the highest dose activation, usual class: activators; 320,000 tested, 2.4% active; AID 485313;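 also: potency is read from the fitted curve at half-maximal effect; % of control where 0% means no effect; nearly all actives have a fitted effect of over 60% in size; reporter is driven by a mutant NPC1 promoter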
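Quantitative HTS used a cell-based reporter: Huh7 cells stably bearing the NPC1 promoter upstream of luciferase were treated with compounds for 24 h, and promoter activation was read as luminescence.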
* marks the source's active call; other numbers are inactive results; ? = inconclusive; / = no result given; & = joins results of further samples; [ ] = another dose, or the depositor's remark. Unless noted, calls follow the shape of the dose curve; as a rule, active = well fitted curve in the direction sought with a large enough effect; inconclusive = small, poorly fitted or top-dose-only effect, or another doubt; inactive = no such curve, though single readings can be large; an effect the other way counts as inactive or inconclusive. These rows are one share of the data; the hit share may differ from the screen's.

no. | canonical_smiles | VP16 counter | p53 reactivation | BRCA1 expr up | PKM2 act | Menin-MLL TR inh | FLuc modulator | Giardia kill | Rab9 prom act | RORg inh | ELG1 genotox | NPC1 prom act
1 | CN(CC(=O)Nc1cccc(F)c1)C(=O)c1cccc(-n2cccc2)c1 | / | 4% | -20% | / | / | -2% | 7 | -7% | / | -8% | -6%
2 | Cc1ccc(NC(=O)C(CC(C)C)NC(N)=O)cc1 (configuration not stated) | -1% | 3% | -1% | 0% | 0% | 0% | -6 | -5% | 19% | 0% | 2%
3 | N=C1c2ccccc2CN1c1ccc(S(=O)(=O)N2CCCCC2)cc1 | 9% | 3% | -4% | 0% | ? | 3% | -6 | 1% | 0% | -2% | -3%
4 | CN(C)c1nc(Oc2ccc(OCCOc3ccccc3)nn2)nc(N(C)C)n1 | -4% | -5% | 9% | 2% | -18% | -1% | -12 | -9% | -1% | 4% | -7%
5 | COc1ccc(CCNC(=O)c2ccc(SC)cc2OC)cc1 | -2% | -6% | -12% | 8% | -1% | -11% | -24 | -1% | 19% | -6% | -9%
6 | CN(C)c1ccc(NC(=O)c2cccc(N3C(=O)CCC3=O)c2)cc1 | ? | 6% | 0% | 5% | 2% | ? | 2 | 6% | -31% | 14% | ?
7 | COc1ccc(CN(C)CCc2ccccn2)cc1OC | -2% | 7% | -11% | 1% | -5% | 3% | -14 | -2% | -11% | 2% | -3%
8 | CCC(C(=O)Nc1ccc([N+](=O)[O-])cn1)c1ccccc1 (configuration not stated) | 5% | -4% | -37% | 2% | 15% | -2% | 4 | 3% | 6% | -4% | ?
9 | COC(=O)c1ccc(C23CC4(C2)[C@H](CN(C)[C@@H]4c2ccccc2)C3c2ccc(Cl)nc2)cc1 (some centres not stated) | -4%&0% | 0% | -10% | -1%&0% | 0% | 0% | 12 | -8% | 1%&14% | -3% | -4%
10 | CCC1CCCCN1C(=O)c1ccc2nc(Cc3ccc(OC)cc3)oc2c1 (configuration not stated) | ? | 23% | 11µM* | / | / | 19µM* | -7 | 3.5µM* | ? | ? | ?
11 | Cc1ccc(C(=O)N2N=C(c3ccc(Br)cc3)CC2c2ccccc2O)cc1 (configuration not stated) | ? | -75%[inhibitor] | -86% | 10%[11.5 µM] | -16% | -16% | -15 | -1% | 36% | 2% | -1%
12 | Cc1ccc(-n2nc(-c3ccco3)cc2C(=O)O)c(C)c1 | -6% | 3% | 2% | 28µM* | 14% | ? | 0 | -1% | 15% | 0% | -5%
13 | Cc1ccc2c(c1)N(CCC(=O)NC1CC1)C(=O)C(C)O2 (configuration not stated) | 5% | -3% | -4% | -11% | / | -1% | -2 | 2% | 15% | 0% | 0%
14 | COc1ccc(CN2CCNC(=O)C2CC(=O)N(C)CC2CCOCC2)cc1OC (configuration not stated) | -11% | 2% | -8% | / | 24% | 0% | -23 | 13% | -21% | 0% | -2%
15 | CC(C)Nc1nc(NC(C)(C)C)nc(Oc2ccc(=O)n(-c3ccccc3)n2)n1 | 0% | -8% | -35% | 9% | 12% | 1% | 5 | -4% | 27% | -2% | -3%
16 | COc1ccc(-c2nn(C)c(=O)[nH]2)cc1 | 0% | -1% | -10% | -1% | / | -1% | -10 | 1% | -3% | 5% | -2%
17 | CCNC(=S)N(CCc1ccc(OC)c(OC)c1)Cc1cc2cc(OC)ccc2[nH]c1=O | 1% | -4% | 0% | -7% | 1% | -13% | -10 | -1% | 5% | -4% | -2%
18 | COc1ccc(/C=C/C(=O)OCC(=O)Nc2cc3oc4ccccc4c3cc2OC)cc1 | -4% | -3% | / | 2% | 8% | 3% | / | -6% | -4% | 4% | -4%
19 | CCN(CC(=O)Nc1ccc(OC)c(Cl)c1)CC(=O)NC(C)C | 8%[10 µM] | -2% | -1% | 0% | 2% | -1% | -5 | -11% | -10% | 9% | 0%
20 | CN1CC(c2ccccc2Cl)C2(COc3ccccc3C2=O)C12C(=O)Nc1ccccc12 (configuration not stated) | -3% | -5% | -44% | -4% | -8% | -14% | 12 | 0% | -11% | -6% | 1%
21 | CC(=O)c1cccc(CN2CCN(Cc3ccc(C)cc3)C(CCO)C2)c1 (configuration not stated) | -1% | 6% | -6% | -10% | -17% | 1% | -7 | 0% | -17% | 0% | -5%
22 | O=C(NCc1ccc(OC(F)(F)F)cc1)C1CC(c2ccccc2[N+](=O)[O-])=NO1 (configuration not stated) | 1% | -3% | -9% | 1% | / | -2% | 4 | -5% | 11% | -5% | 4%
23 | O=c1[nH]c(/C=C\c2ccc(O)c(O)c2)nc(O)c1[N+](=O)[O-] | -6% | ? | 14% | 0% | ? | -14% | -16 | -3% | -7% | 3% | -1%
24 | CC(C)(C)c1ccc2c(c1)N(CC(=O)O)C(=O)CO2 | 0% | -5% | 2% | 1% | -6% | 6% | 5 | 4% | 7% | -1% | 0%
25 | CCOc1cc(NC(=O)C2CC2)c(OCC)cc1NC(=O)c1ccccc1OCC | -9% | -4% | -61% | 3% | -10% | 2% | 11 | -3% | 10% | -5% | 2%
26 | COc1ccc(C(=O)Nc2nc3ccccc3[nH]2)cc1S(=O)(=O)N1CCCC1 | ? | 3% | ? | 6% | 0% | ? | 4 | -2% | 11µM* | 3% | 3%
27 | Cc1ccc(OCC(=O)N(C)CC(=O)Nc2ccc(F)cc2)c([N+](=O)[O-])n1 | 1% | 3% | -3% | -1% | -8% | 3% | -22 | -7% | -4% | 2% | -1%
28 | Cc1ccc(N(C(=O)c2ccc(S(=O)(=O)N3CCCC3)cc2)C2C=CS(=O)(=O)C2)cc1 (configuration not stated) | 5% | -7% | 0% | 12% | -8% | 4% | -1 | 2% | 21% | -1% | 0%
29 | CCN1CCN(S(=O)(=O)c2ccc(Cl)c(C(=O)Nc3ccccc3N3CCOCC3)c2)CC1 | / | -3% | 16% | / | / | 4% | -13 | -2% | / | -2% | 1%
30 | NS(=O)(=O)c1ccc(NC(=S)NCc2ccc(F)cc2)cc1 | 1% | -3% | -14% | -1% | 7% | -1% | -12 | -4% | 15% | 0% | 0%
31 | Cc1ccc(C(C(=O)NC2CCCC2)N(C(=O)c2csnn2)C2CC2)cc1 (configuration not stated) | -10% | -1% | 1% | / | -13% | 0% | 23 | 1% | -13% | -1% | 0%
32 | Cc1ccccc1N1CC(=O)Nc2c(oc3nc(-c4ccccc4)cc(C)c23)C1=O | -1% | -1% | -26% | -5% | / | -10% | 15 | -7% | 19% | 0% | -1%
33 | O=C(NCc1cccc(Cl)c1)c1ccc(N2CC3CC(C2)c2cccc(=O)n2C3)c(NC(=O)c2cccnc2)c1 (configuration not stated) | -9% | -10% | 10% | 0% | -1% | 0% | -6 | 2% | -1% | 4% | 1%
34 | O=C(c1ccc(F)cc1)n1c(=S)nc2ccccn21 | -13% | ? | 72% | -34% | / | 0.27µM* | ? | 0.89µM* | ? | 0.65µM* | 0.35µM*
35 | CN1C(=O)N(S(=O)(=O)c2ccc(F)c(F)c2F)C(=O)C1(C)C | -8% | 18% | -11% | 7% | -5% | 1% | 1 | 0% | 7% | -2% | -1%
36 | CN(CC(=O)NC1CCCCCCC1)S(=O)(=O)c1cnc[nH]1 | -2% | -1% | 0% | -6% | -8% | -1% | 1 | -2% | 1% | 2% | 1%
37 | COc1cccc(NC(=O)C2CCCC2)c1 | / | -2% | 23% | / | / | -19% | -7 | -3% | / | 6% | 2%
38 | Cc1onc(C(N)=O)c1C(=O)Nc1ncc(C(F)(F)F)cc1Cl | 14% | 0% | -7% | 0% | 23% | -1% | 9 | 8% | -2% | 0% | -1%
39 | CCCCC(c1nnnn1Cc1ccco1)N1CCN(c2nc3ccccc3s2)CC1 (configuration not stated) | 1% | -3% | -68% | 0% | -18% | 3% | 3 | -1% | -14%[10 µM] | -15% | 5%
40 | CN1C(=O)c2cccc3c(N)ccc(c23)C1=O | -3% | 3% | 57% | / | -2% | -5% | 5 | -1%[1.84 µM] | -14% | 0% | -18%
41 | CC(Oc1ccc(Br)cc1)C(=O)NCC(c1cccs1)N1CCOCC1 (configuration not stated) | / | -1% | -15% | / | / | 5% | -13 | -1% | / | 9% | 0%
42 | CCC(Sc1nc(N)c(NC(=O)c2ccc(OC)c(OC)c2)c(=O)[nH]1)C(=O)OC (configuration not stated) | 3% | 1% | -4% | 0% | 7%[11.7 µM] | 0% | -7 | 1% | 1% | 2% | -1%
